KDM5B inhibitor: blocks human KDM5B histone demethylase activity; Potency, µM (series often up to 57.7 µM), for inactives: top-dose activity change, negative = inhibition, actives largely listed as inhibitors; hit rate 2.6% among 220,000; KDM5B demethylase, FDH-coupled NADH fluorescence (FDH is formaldehyde dehydrogenase); Q9UGL1; active means well fitted inhibition curve with a large enough effect; inconclusive means small, poorly fitted or top-dose-only effect; inactive means no such curve, though single readings can be large or run the other way; further: 0% is about no effect; nearly all actives have a fitted effect of over 70% in size
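Coupled FDH/NAD⁺ fluorescence readout. KDM5BΔAP 200 nM final; compound titration, 10 min RT preincubation; substrate mix 12.5 µM H3K4me3, 25 µM 2-OG, 50 µM Fe(II), 100 µM ascorbate, 0.25 mM NAD⁺, 0.25 U/mL FDH; ΔRFU over 30 min.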
* marks the source's active call; other numbers are inactive results; u = inconclusive; [ ] = remark or other dose. Potency means the concentration at half of the fitted maximal effect. These rows are one share of the data; rates above refer to the full screens.

KDM5B inhibitor,mol
23.3%,Cc1nn(C)c(C)c1CCC(=O)N1CC[C@](C)(O)[C@@H](O)C1
-2.9%,CCOc1cc(=O)n2c(c1C(=O)Nc1ccc(F)cc1C)CCCCC2
-28.0%,CCCOc1ccc(-c2nc(C#N)c(N3CCN(C(=O)c4cccs4)CC3)o2)cc1
-9.4%,Cc1nc2cccnc2n1CC1CCCN(C(=O)Nc2cccc(C(F)(F)F)c2)C1 (centres undefined)
26.4%,COC(=O)[C@H](CC(C)C)N1Cc2nnn(Cc3ccccc3)c2-c2ccccc2S1(=O)=O
-5.7%,Cn1c(CN2Cc3[nH]cnc3C[C@H]2C(=O)NCc2ccc(C(F)(F)F)cc2)nc2ccccc21
u,CC(C)Cc1nn2c(=O)cc(COC(=O)c3cccc(NC(=O)c4ccccc4)c3)nc2s1
u,COc1ccc(S(=O)(=O)N2CCCC2)cc1NC(=O)c1ccccc1F
u,NC(=NCCc1ccccc1)NC(=O)c1cc(Cl)ccc1O
-11.6%,O=C(CCc1ncc(-c2c(F)cccc2F)o1)Nc1ccc(F)cc1
-6.2%,O=C(O)CC(Cc1ccccc1)C(=O)O (centres undefined)
u,CC(C)CCC(O)(c1ccccc1)C(CN1CCOCC1)c1ccccc1 (centres undefined)
29.2%,CN(CCc1cn[nH]c1)C(=O)C1CCN(C(=O)C2CCC2)CC1
-3.2%,COc1ccccc1NC(=O)c1c(-n2cnnn2)sc(C)c1C
31.4%[activator],CCn1ccnc1CN(C)C(=O)c1cn(Cc2ccccc2F)nn1
-7.2%,O=C(c1ccc2ccccc2n1)N1CCOC(C(F)(F)F)C1 (centres undefined)
-0.4%[149 µM],CC(=O)N1CC2(CCN(C3CCCCC3)CC2)Cc2ccccc21
10.2%,S=C(NCc1ccco1)N/N=C/c1cccnc1
-19.1%,O=C(c1cccc(Cl)c1)N1CCCC(n2cc(-c3nc(-c4ccccc4)no3)nn2)C1 (centres undefined)
6.7%,CC(C)c1ccc(S(=O)(=O)NCC(c2cccnc2)S(=O)(=O)c2ccccc2)cc1 (centres undefined)
u,Cc1cccc(C(=O)Nc2cc3c(cc2SCc2ccco2)n(C)c(=O)n3C)c1
-13.8%,CC(CN1CCC(n2nccc2NC(=O)c2ccccc2Cl)CC1)c1ccccc1 (centres undefined)
-8.6%,O=C(N/N=C/c1ccccc1F)NC12CC3CC(CC(C3)C1)C2
u,COc1ccccc1CNc1nc(=S)[nH]c2cc(OC)c(OC)cc12
14.2%,CC(C)OCCCNC(=O)CN1C(=O)c2cccnc2Sc2ccccc21
u,CC(Oc1ccccc1)C(=O)Nc1ccc(C(=O)OCc2cc(=O)n3nc(C4CC4)sc3n2)cc1 (centres undefined)
-4.5%,CC(NC(=O)c1occc1-c1ccccc1)c1ccco1 (centres undefined)
-1.3%,CCc1ccccc1N1C(=O)N(Cc2cccc(Cl)c2)c2ccccc2S1(=O)=O
21.6%,O=C(CN1C(=O)COc2ccc(S(=O)(=O)N3CCOCC3)cc21)NCc1ccco1
10.3%,COc1ccc(/C=C2\N=C(SC)SC2=O)cc1
-28.5%,CN1CCC(C2CCN(Cc3ccc(CCC(C)(C)O)cc3)CC2)CC1
25.1µM*,CCC(=O)Nc1ccc2nnc(-c3ccc(C(=O)Nc4ccc(OC)cc4)cc3)n2c1
-30.5%[86.2 µM],Clc1ccccc1CNC1(Cc2cc(-c3ccccc3)on2)COC1
2.4%,COC1CN(c2cccc(F)c2)C12CCN(C(=O)NC(C)(C)C)CC2 (centres undefined)
u,O=C(NCC1(c2ccccc2)CCC1)c1cc(=O)[nH]c2ccccc12
12.3%,CCN(Cc1ccccc1)C(=O)CSc1ncnc2ccccc12
-16.6%,O=[N+]([O-])c1ccc(N/N=C/C=C/c2ccco2)cc1
4.9%,CCOC(=O)c1c(/N=C/C2=C(O)CCCC2=O)sc2c1CCCC2
19.0%,NCCC(=O)Nc1ccccc1
-4.5%,O=C(NC(NC(=O)c1ccccc1)c1ccc(Cl)cc1Cl)c1ccccc1
-19.2%[86.2 µM],Cc1noc(C)c1-c1cc2cc(C(C)C)oc2c(-c2c(C)noc2C)n1
-2.9%,COc1ccc(C)cc1-n1nnc(-c2nc(-c3cccs3)no2)c1N
-12.2%,CCCN1CCN(CCCNC(=O)c2ccc3c(c2)sc2nc(-c4ccc(OC)cc4)cn23)CC1
5.6%,CCOC(=O)c1noc2nc(C)nc(Nc3ccc(CC)cc3)c12
17.7%,O=C(Nc1ccncc1)C12CC3CC(CC(Br)(C3)C1)C2
u,COc1ccc(N(C)C(=O)Cn2cc(S(=O)(=O)N3CCN(c4ccccc4F)CC3)c3ccccc3c2=O)c(OC)c1
-28.2%,O=C(NCc1ccccc1)c1ccc2c(c1)N(Cc1ccccc1F)C(=O)c1ccccc1S2=O (centres undefined)
-16.9%,COc1ccc(-c2nc3sc(CCNC(=O)C(=O)Nc4ccc(C)c(F)c4)c(C)n3n2)cc1
-30.0%[86.2 µM],CS(=O)(=O)c1ccc(CN2CCN3C(=O)N(Cc4ccccc4)C[C@H]3C2)cc1
-13.5%,Cc1ncc(-c2nc3cc(S(=O)(=O)NC(C)C)ccc3n2C(C)C)cn1
0.8%,Cc1ccccc1-c1noc(CSc2nc3ccccc3[nH]2)n1
12.3%,CC(C)NC(=O)NC(=O)C(C)N(C)Cc1ccc(F)cc1 (centres undefined)
-24.0%,Cc1cccc(NC(=O)c2ccc(N(Cc3ccccc3)S(C)(=O)=O)cc2)c1
4.3%,C[C@@H](O)CNC(=O)c1nc(-c2ccc3cc[nH]c3c2)no1
-79.5%,CCOC(=O)C1CCN(c2nc3c(S(=O)(=O)c4ccc(Br)cc4)nnn3c3ccsc23)CC1
u,O=[S+]([O-])(c1ccccc1)N1CCNc2cnc(Nc3cccc(F)c3)nc2C1
-23.4%,CC1=C/C(=N\NC(=S)Nc2ccccc2F)CC1
u,CCOC(=O)COc1ccc(C2C(C(=O)OC)=C(C)NC3=C2C(=O)c2ccccc23)cc1Cl (centres undefined)
-0.5%,O=C(O)c1cc(NS(=O)(=O)c2cc(F)cc(F)c2)ccc1Cl
u,Cc1nnnn1CCCN1CC[C@H]2NCCC[C@]2(C(=O)O)C1

By substructure: the entries above containing a CF3 group
KDM5B inhibitor,mol
-9.4%,Cc1nc2cccnc2n1CC1CCCN(C(=O)Nc2cccc(C(F)(F)F)c2)C1 (centres undefined)
-5.7%,Cn1c(CN2Cc3[nH]cnc3C[C@H]2C(=O)NCc2ccc(C(F)(F)F)cc2)nc2ccccc21
-7.2%,O=C(c1ccc2ccccc2n1)N1CCOC(C(F)(F)F)C1 (centres undefined)

Following part
KDM5B inhibitor,mol
-10.6%,O=C(O)C1CCCCC1C(=O)NC1CCCCCCC1 (centres undefined)
5.5%,Cc1c(-c2ccccc2)oc2c(C(=O)N3CCCC(C)C3)cccc2c1=O (centres undefined)
14.1%,CS(=O)(=O)c1ccc(OC[C@H]2C[C@@H](NCc3ccc(F)cc3)[C@H](O)[C@@H]2O)cc1
-4.5%,Cc1ccc(Nc2nc(CSc3nnnn3C3CCCC3)cs2)cc1
-3.5%,Cc1nn(CCC(=O)Nc2ccc(C(C)C)cc2)c(C)c1S(=O)(=O)N1CCC(C)CC1
14.4%,COc1cccc(C(=O)N2CCN(c3cc(C(F)(F)F)nc(C)n3)CC2)c1OC
u,CC(C)OCCCNC(=O)c1c2c(nc3ccccc13)C(=O)N(C1CCCCC1)C2
-16.7%,COc1ccc(CCN2C(=O)c3oc4cc(C)cc(C)c4c(=O)c3C2c2ccc(F)cc2)cc1OC (centres undefined)
-1.3%,COc1ccc(C(CNC(=O)c2nn(Cc3ccccc3)c(=O)c3ccccc23)N2CCCC2)cc1 (centres undefined)
-5.9%,COCc1ccc2c(c1)c(OC(C)(C)C(=O)Nc1cc(C)nn1C)nn2Cc1ccccc1
u,CCCCN(CCCC)c1ncnc2c1cnn2-c1cccc(C)c1
24.0%,CCOC(=O)c1ccc(NCc2ccnc(N3CCOCC3)c2)nc1
8.3%,Cc1ccccc1Cn1c(Cl)nc2c1c(=O)n(C)c(=O)n2C
22.9%,COc1ccc(-c2nc3ncccn3c2Nc2ccc3c(c2)OCCO3)cc1
-4.1%,CCc1nn(CC(=O)NCc2ccccc2Cl)c(=O)c2cc3ccccc3n12
0.2%,COc1ccc(-c2nc(CN3CCC(C(=O)NCc4ccccc4)CC3)c(C)o2)cc1OC
10.0%,Cc1ccc(-c2[nH]ncc2CN)cc1C
15.6%,Cc1ccc(-c2noc(-c3nnn(CC(=O)Nc4cc(Cl)ccc4C)c3N)n2)cc1
u,COCCCNC(=O)C1(C)CN(Cc2ccccc2)Cc2ccc(Nc3ccccc3)nc21 (centres undefined)
0.8%,CCCCCNC(=O)N(C)Cc1ccc(C(=O)OC)cc1
-23.9%,O=C(c1cnc2c(c1)COc1ccc(Cl)cc1-2)c1ccccc1O
15.0%,COCCn1c(CO)nnc1C1CC(NC(=O)c2cccn2C2CC2)C1 (centres undefined)
-6.4%,CCC(C)NC(=O)C(NC(=O)c1ccc(C)cc1)C1CCN(C(=O)c2cccc(F)c2)CC1 (centres undefined)
-8.7%,O=C(NC1CCCCC1)c1cc2c(F)cccc2s1
13.7%,COc1ccc(OC)c(S(=O)(=O)NCC(=O)N2CCCCCNC(=O)CC2c2ccccc2)c1 (centres undefined)
26.7%,Cc1cc(NC(=O)c2cc(-c3ccc(Cl)cc3)on2)no1
-3.3%[86.2 µM],Cc1ccc2oc([C@H]3CCN(Cc4ccc(C(=O)O)cc4)C3)nc2c1
28.2µM*,COCCN1Cc2ccc(NCc3ccccc3)nc2C(C)(C(=O)NCc2ccccc2)C1 (centres undefined)
14.1%,O=C(CC(F)(F)F)NCCc1ccccn1
-22.9%,CC(=O)N1CCc2c(sc3c2c(=O)n(CCc2ccccc2)c(=O)n3CC(=O)Nc2ccccc2F)C1

7 entries out of the list above, sorted by the number in KDM5B inhibitor, smallest number first.
KDM5B inhibitor,mol
-16.7%,COc1ccc(CCN2C(=O)c3oc4cc(C)cc(C)c4c(=O)c3C2c2ccc(F)cc2)cc1OC (centres undefined)
-8.7%,O=C(NC1CCCCC1)c1cc2c(F)cccc2s1
5.5%,Cc1c(-c2ccccc2)oc2c(C(=O)N3CCCC(C)C3)cccc2c1=O (centres undefined)
8.3%,Cc1ccccc1Cn1c(Cl)nc2c1c(=O)n(C)c(=O)n2C
14.1%,CS(=O)(=O)c1ccc(OC[C@H]2C[C@@H](NCc3ccc(F)cc3)[C@H](O)[C@@H]2O)cc1
15.0%,COCCn1c(CO)nnc1C1CC(NC(=O)c2cccn2C2CC2)C1 (centres undefined)
24.0%,CCOC(=O)c1ccc(NCc2ccnc(N3CCOCC3)c2)nc1

Next section:
KDM5B inhibitor,mol
16.7%,CCc1noc([C@@H]2CC(F)(F)CN2C(=O)c2ncccn2)n1
-22.2%,COc1ccc(-c2csc(NC(=O)Cn3cnc4c3c(=O)n(C)c(=O)n4C)n2)c2ccccc12
-8.2%,COc1cccc(Nc2nc(-c3ccc(CC(=O)N4CCOCC4)s3)cs2)c1
92.4%[activator],Cc1ccc(-c2ccnc3c(Cl)c(C)nn23)cc1
13.2%,O=C(O)CCc1ccc(S(=O)(=O)NCc2ccccc2)cc1
-11.2%,CN(CC(=O)Nc1cccc(F)c1)CC(=O)Nc1cccc2ccccc12
u,CC(C)CCNC(=O)CN1C(=O)CCn2nc(-c3cn(C)c4ccccc34)cc21
-8.6%,CC(C)(C)NC(=O)N1CCC(Oc2ncccc2C(=O)N2CCOCC2)C1 (centres undefined)
6.6%,O=C(CSc1nccn1-c1cccc(C(F)(F)F)c1)Nc1ccc2c(c1)OCO2
6.6%,Cc1ccc(NC(=O)c2oc3ccc(S(=O)(=O)N4CCCCCC4)cc3c2C)c(C)c1
u,CCCOc1ccc(-c2cc(C(=O)O)c3cc(C)ccc3n2)cc1
-3.9%[86.2 µM],O=C1[C@@H]2C[C@@H](O)CN2C2(CN(Cc3cccs3)C2)C(=O)N1Cc1ccccc1F
0.8%,Cc1ccc(-n2nc3c(c2NC(=O)c2ccc4c(c2)OCO4)CS(=O)(=O)C3)cc1C
u,Cc1cccc(NC(=O)Cn2cc(C(=O)c3ccco3)c3ccccc32)c1C
-32.1%,COc1ccccc1CNS(=O)(=O)c1cc2c3c(c1)CCN3C(=O)CC2
8.4%,CS(=O)(=O)c1ccc(CN2CCOC[C@H]2c2ncc(-c3ccc(C(F)(F)F)cc3)[nH]2)cc1
-1.9%,O=C(c1cc(F)ccc1F)N1CCCC(Cc2noc(-c3ccccc3)n2)C1 (centres undefined)
-2.8%[86.2 µM],COc1ccc(-c2[nH]nc3ncc(-c4cccnc4)nc23)cc1F
2.0%,CC(C)Oc1cccc(C2CC(=O)Nc3cc4c(cc32)OCO4)c1 (centres undefined)
-1.3%,COc1ccc(C(=O)N2CCC(N3CC4CC(C3)[C@H]3CCCC(=O)N3C4)CC2)cc1 (some centres undefined)
-9.0%,COc1cccc(CNC(=O)c2cccc3c2CCN3C(=O)c2ccc(F)cc2)c1
-7.7%,N#Cc1ccc(C(=O)OCC(=O)Nc2cccc(S(=O)(=O)N3CCCCC3)c2)cc1
32.7%,O=C(NCc1ccccc1)N1CCC(CO)(Cc2cccc(F)c2)CC1
-2.3%,COc1ccccc1C(=O)N(Cc1ccccc1)c1ccc(C)cc1
12.2%,Fc1ccccc1-c1nnc(SCc2cccc(F)c2F)n1C1CC1
2.0%,COc1ccc(Cl)cc1NC(=O)N1CCN(c2nnc(C)c3c(C)n(-c4ccccc4)nc23)CC1
10.0%,CSCCC(NC(=O)c1ccccc1Br)C(=O)Nc1ccc(F)cc1F (centres undefined)
u,C=CCOC(=O)C1=C(C)N=C2SC=C(CC(=O)NCC3CC3)N2C1c1cccc(OC)c1OC (centres undefined)
-16.5%[86.2 µM],CC(=O)N1CC2(Cc3ccccc31)CN(C(=O)C1CCCC1)C2
